SMARCA2 activ – activators of SMARCA2 function | MG213 cells, MMTV-luciferase reporter, dexamethasone, overnight | activation, % at 9.1 µM | 1% of 370,000 active | AID 652017; in the data active = activation above about 7.8%;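 also: 0% = vehicle wells and 100% = reference activator wells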
PLC-beta3 inh – inhibitors of human phospholipase C beta3; Q01970; Purified PLC-beta3, fluorogenic substrate, fluorescence; inhibition, % at 12.2 µM; 0.18% of 370,000 active; AID 720704; in the data active = inhibition above about 11%;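 also: 0% = median of compound wells on plate and 100% = full blocker control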
sPLA2-III inh – Inhibits HGIII-sPLA2 liposome hydrolysis, primary screen | Q9NZ20 | QFRET BODIPY PC-A2 liposome hydrolysis, fluorescence | inhibition, % at 12.2 µM | 0.56% of 370,000 active;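 active = inhibition above mean plus 3 SD of compounds lying within the high and low control bounds, cut at about 19% in these data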;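 also: 0% = median of test compound wells and 100% = no enzyme DMSO wells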
Target sequence (Q9NZ20 whole entry, looked up): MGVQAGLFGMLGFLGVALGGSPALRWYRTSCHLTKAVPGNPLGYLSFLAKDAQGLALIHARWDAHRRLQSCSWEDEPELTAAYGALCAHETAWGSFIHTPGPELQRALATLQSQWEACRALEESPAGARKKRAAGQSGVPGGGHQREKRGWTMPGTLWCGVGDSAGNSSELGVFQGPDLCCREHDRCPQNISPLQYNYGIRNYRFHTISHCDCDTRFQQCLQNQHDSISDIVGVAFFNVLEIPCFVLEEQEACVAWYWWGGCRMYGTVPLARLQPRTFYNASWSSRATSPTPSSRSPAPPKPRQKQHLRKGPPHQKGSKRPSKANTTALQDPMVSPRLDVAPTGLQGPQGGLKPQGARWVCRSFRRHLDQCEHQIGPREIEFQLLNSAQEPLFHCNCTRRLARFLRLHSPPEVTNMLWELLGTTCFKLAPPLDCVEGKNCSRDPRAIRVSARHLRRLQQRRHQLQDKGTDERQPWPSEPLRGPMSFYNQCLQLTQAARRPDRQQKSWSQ
hcDAF12 agonist – H. contortus DAF-12 activation, primary screen | HEK293 hcDAF-12 lit1-tk-luc reporter, luminescence; 0% DMSO, 100% Δ7-dafachronic acid | 1.4% of 370,000 active | activation, % at 6.8 µM | AID 652067;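 active = activation above the mean of all tested compounds plus 3 SD, cut at about 5.5% in these data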;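 also: 100% = response to 3 µM Δ7-dafachronic acid high control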
ssDAF12 agonist – activators of S. stercoralis DAF-12 nuclear receptor; HEK293 ssDAF-12/GRIP1 lit1-tk-luc reporter, luminescence; % of 3 µM dafachronic acid response; activation, % at 6.8 µM; 1% of 370,000 active; AID 652126;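 active = activation above the mean over all tested compounds plus 3 SD, cut at about 0.9% in these data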;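 also: 0% = DMSO-only wells and 100% = 3 µM delta7-dafachronic acid wells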
PG9 binder – small molecules binding HIV-1 gp120 antibody PG9; AID 624416; TR-FRET gp120-PG9 antibody binding; 0.43% of 360,000 active; inhibition, % at 6.7 µM; in the data active = inhibition above about 8.5%
FXN GAA850 act – activators of GAA850 frataxin (FXN) promoter; HEK293 lucGAA850 FXN promoter luciferase reporter, 24 h; percent of 10 µM SAHA response; activation, % at 6 µM; 0.56% of 360,000 active; AID 540364;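 active = activation above the average of all compounds screened plus 3 SD, cutoff fixed separately per campaign, cut at about 7.5% in these data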;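 also: 0% = DMSO wells and 100% = 10 µM SAHA wells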
NR1D1 modulator – Rev-erb alpha (human) modulation; activity, % at 10 µM; AID 1259318; P20393; 0.79% of 370,000 active; Rev-erbα–FITC-DNA binding, fluorescence polarization, 90 min;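 active = activity above about 14%, limit read from the data; passing the limit was not always enough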;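 also: 0% = DMSO wells with 35 nM protein and 100% = DMSO wells with 750 nM protein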
DAX1 inh-1 – NR0B1 (DAX1) inhibition; P51843; 0.99% of 340,000 active; HEK293 Gal4-DAX1 luciferase reporter, luminescence; AID 504766; inhibition, % at 6.75 µM;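 active = inhibition above the mean over all tested compounds plus 3 SD, cut at about 4.2% in these data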;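 also: 0% = DAX1-transfected cells with DMSO and 100% = empty-vector control cells with DMSO; inhibition shows as a rise in luminescence from relieved DAX1 repression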
Target sequence (P51843 207-470 limits assumed): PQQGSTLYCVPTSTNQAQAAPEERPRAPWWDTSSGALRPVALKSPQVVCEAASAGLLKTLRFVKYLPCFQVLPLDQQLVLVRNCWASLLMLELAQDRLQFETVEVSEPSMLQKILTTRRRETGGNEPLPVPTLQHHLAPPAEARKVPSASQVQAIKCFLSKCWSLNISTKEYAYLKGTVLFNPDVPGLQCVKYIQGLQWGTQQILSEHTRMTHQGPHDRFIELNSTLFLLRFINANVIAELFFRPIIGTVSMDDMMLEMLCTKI
DAX1 inh-2 – DAX1 (NR0B1) inhibition, primary screen; inhibition, % at 6.8 µM; 1.1% of 370,000 active; AID 652010; HEK293T StAR-luciferase reporter, SF-1/DAX-1 repression relief;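 active = inhibition above the mean over all tested compounds plus 3 SD, cut at about 3.6% in these data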;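 also: 0% = DAX-1 cells with DMSO and 100% = cells lacking DAX-1 with DMSO; higher inhibition means more luminescence from relief of DAX-1 repression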
hgDAF-12 ag – agonists of H. glycines DAF-12 nuclear receptor | HEK293 GAL4-hgDAF12 UAS-luciferase reporter, agonist luminescence; normalized to butyrate control | activation, % at 6.8 µM | 1.8% of 370,000 active;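 active = activation above a cutoff set at the mean of all screened compounds plus 3 SD, cut at about 10% in these data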;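 also: 0% = DMSO wells and 100% = sodium butyrate wells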
An asterisk follows results filed as active; · = not tested or not shown; & = joins results of further samples.

SMILES	SMARCA2 activ	PLC-beta3 inh	sPLA2-III inh	hcDAF12 agonist	ssDAF12 agonist	PG9 binder	FXN GAA850 act	NR1D1 modulator	DAX1 inh-1	DAX1 inh-2	hgDAF-12 ag
COc1ccc(Br)cc1/C=N/NC(=O)C(c1ccncc1)N1CCOCC1 (configuration not stated)	3	1	-2	-1.2	-2.1	0.3	0.8	-2	-0.3	-0.3	-0.8
C=C(C)CNC(=S)N/N=C(\C)c1ccc(-n2ccnc2)cc1	-3	-16	7	-3.0	-1.8	-0.3	1.8	2	-0.6	-1.4	-1.7
CCS(=O)(=O)n1nc(-c2ccccc2)nc1SC	1	1	19	4.0	-0.6	0.3	1.6	0	0.1	0.7	1.5
c1ccc(COc2ncnc3c2ncn3CCCN2CCN(c3ccccn3)CC2)cc1	-5	-1	-10	-3.5	-1.6	1.2	-0.7	10	-1.6	-1.6	-3.8
CN1CCN(CC(O)COC(c2ccc(Cl)cc2)c2ccc(Cl)cc2)CC1 (configuration not stated)	0	-2	-11	-1.1	-0.5	1.0	0.1	-3	2.3	0.4	2.1
O=C(Nc1ccccc1-c1ccccc1)c1cccc(C(F)(F)F)c1	-2	-3	18	-0.9	-1.4	-0.7	3.5	8	-0.6	-0.4	-2.2
Nn1c(SCC(=O)Nc2cccc3ccccc23)nnc1-c1cc(-c2ccc(F)cc2)n[nH]1	-4	-1	-1	-1.5	-1.4	·	·	1	·	-0.5	-2.6
Cc1ccc(S(=O)(=O)N(CC(=O)NCCSC2CCCCC2)c2ccccc2F)cc1	0	5	7	1.0	-1.1	-1.6	3.0	-2	-0.9	0.3	-1.0
O=C(CSc1n[nH]c(=O)[nH]c1=O)c1cccc([N+](=O)[O-])c1	-2	3	-7	0.8	-0.6	0.6	-0.9	6	3.4	0.8	-2.1
Cc1ccc(S(=O)(=O)N2CCN(CC(=O)Nc3ccc([N+](=O)[O-])cc3)CC2)cc1C	1	4	-4	2.7	-1.2	0.5	2.0	-6	0.5	-0.9	-0.5

7 consecutive entries from above, quoted:
SMILES	SMARCA2 activ	PLC-beta3 inh	sPLA2-III inh	hcDAF12 agonist	ssDAF12 agonist	PG9 binder	FXN GAA850 act	NR1D1 modulator	DAX1 inh-1	DAX1 inh-2	hgDAF-12 ag
c1ccc(COc2ncnc3c2ncn3CCCN2CCN(c3ccccn3)CC2)cc1	-5	-1	-10	-3.5	-1.6	1.2	-0.7	10	-1.6	-1.6	-3.8
CN1CCN(CC(O)COC(c2ccc(Cl)cc2)c2ccc(Cl)cc2)CC1 (configuration not stated)	0	-2	-11	-1.1	-0.5	1.0	0.1	-3	2.3	0.4	2.1
O=C(Nc1ccccc1-c1ccccc1)c1cccc(C(F)(F)F)c1	-2	-3	18	-0.9	-1.4	-0.7	3.5	8	-0.6	-0.4	-2.2
Nn1c(SCC(=O)Nc2cccc3ccccc23)nnc1-c1cc(-c2ccc(F)cc2)n[nH]1	-4	-1	-1	-1.5	-1.4	·	·	1	·	-0.5	-2.6
Cc1ccc(S(=O)(=O)N(CC(=O)NCCSC2CCCCC2)c2ccccc2F)cc1	0	5	7	1.0	-1.1	-1.6	3.0	-2	-0.9	0.3	-1.0
O=C(CSc1n[nH]c(=O)[nH]c1=O)c1cccc([N+](=O)[O-])c1	-2	3	-7	0.8	-0.6	0.6	-0.9	6	3.4	0.8	-2.1
Cc1ccc(S(=O)(=O)N2CCN(CC(=O)Nc3ccc([N+](=O)[O-])cc3)CC2)cc1C	1	4	-4	2.7	-1.2	0.5	2.0	-6	0.5	-0.9	-0.5

More records follow.
SMILES	SMARCA2 activ	PLC-beta3 inh	sPLA2-III inh	hcDAF12 agonist	ssDAF12 agonist	PG9 binder	FXN GAA850 act	NR1D1 modulator	DAX1 inh-1	DAX1 inh-2	hgDAF-12 ag
CCN(CC)C1CCN(C(=O)c2ccc(OC3CCN(C(=O)CCOC)CC3)cc2)C1 (configuration not stated)	-3	6	2	2.1	-0.5	2.8	-1.7	6	1.2	2.8	0.8
Cc1ccc2cc(/C=N/Nc3ccc(C(=O)O)cc3)c(Cl)nc2c1	1	-268	-26	10*	0.9*	-2.2	8.9*	0	3.8	4.2*	12*
C[C@H](CO)N1C[C@H](C)[C@@H](CN(C)Cc2ccncc2)Oc2c(NC(=O)c3ccncc3)cccc2C1=O	0	-2	6	1.0	-0.8	0.8	-0.7	-1	1.9	0.0	0.0
O=C(c1ccc(Cn2cnnn2)cc1)N1CCCC(Nc2ccc(F)cc2)C1 (configuration not stated)	-2	-6	6	-1.0	-0.9	2.0	1.3	1	-0.5	-0.7	-1.4
O=C1NC(Cc2ccc(O)cc2)c2nc3cc(F)c(F)cc3c(=O)n2-c2cc3ccccc3cc21 (configuration not stated)	-4	-5	-22	-0.1	-0.3	-0.1	-5.1	2	0.9	-1.1	1.8
CCOC(=O)c1cn(C2CC2)c2c(F)c(NCCCN(C)C)c(F)cc2c1=O	-2	-249	13	0.5	-1.5	1.8	0.2	-2	1.8	0.2	-0.7
CCCCCSc1nc(N2CCOCC2)c2c(c1C#N)CC(C)(C)OC2	-4	1	6	-1.0	-1.4	-0.3	2.4	2	0.9	0.1	-0.1
Cn1c(C2CC(=O)N(Cc3ccccc3)C2)nc2ccccc21 (configuration not stated)	6	3	8	-1.5	1.1*	-1.3	-0.1	0	2.0	-0.3	1.4
CC(=O)c1cn(CC(=O)Nc2c(C)cccc2C)c2ccccc12	-3	1	-2	-3.1	-1.9	-0.2	-2.3	5	-2.6	-1.8	-2.6
C=CCN(CC=C)C(=O)c1ccc2nc(Cc3ccc(OC)c(OC)c3)oc2c1	-3	-9	-48	-3.6	-1.9	-3.0	2.1	4	-3.8	-0.8	-5.0
COc1ccc(CCN(C(=O)c2cccc(F)c2)C2CC(=O)N(c3ccc(OC)cc3)C2=O)cc1 (configuration not stated)	1	0	-20	-2.2	-1.0	-0.8	1.6	1	2.2	0.2	-1.5
CCCC(C)c1nnc(NC(=O)C(=O)OCC)s1 (configuration not stated)	3	3	-2	1.6	0.8	0.3	3.0	-5	-1.1	0.5	-3.2
CCOc1ccc(C2/C(=C(/O)c3ccc4c(c3)CC(C)O4)C(=O)C(=O)N2CCCn2ccnc2)cc1 (configuration not stated)	-2	-5	-13	-1.8	-0.2	1.1	0.3	5	0.1	0.0	-1.6
Cc1cc(C)cc(OCC(=O)N2CCc3ccccc3C2)c1	-1	-2	4	-0.6	-1.2	2.0	0.3	8	-0.3	0.5	-2.0
CN(C)/C=N/c1cc(=O)[nH]c(=O)n1CC1CC1	-2	4	8	-1.2	-1.3	0.5	-0.1	0	0.8	-0.4	2.3
CC(C)(C)NC(=O)COc1ccccc1C#N	-3	4	2	-1.2	-1.0	1.8	0.6	-2	-0.1	-0.5	1.1
OC(c1ccc(Cl)cc1)c1ncc(-c2ccc(Oc3ccccc3)cc2)[nH]1 (configuration not stated)	-8	-16	-10	-1.3	-1.6	-0.1	-0.6	5	·	-1.9	-3.8
COc1cc(OC)cc(C(=O)N2CCN(Cc3ccccc3C(F)(F)F)CC2)c1	2	0	-3	-1.1	-1.8	-1.7	1.2	1	-1.5	0.6	-2.1
CN(C)S(=O)(=O)c1cccc(NC(=S)NCc2ccc3c(c2)OCO3)c1	-5	-5	-15	-0.8	-1.7	1.4	-1.0	7	0.3	-1.8	-0.6
COC(=O)C(CCSC)NC(=O)CNC(=O)C1CCCCC1 (configuration not stated)	0	-1	6	0.5	-0.9	-2.0	-1.8	2	-1.1	-0.3	-0.5
COc1ncnc2c1ncn2CCCNCCCN1CCCC1=O	0	-1	4	-0.2	-1.1	1.1	-0.1	1	1.3	-0.8	1.7
C/C(N)=C(/C#N)C(=O)CSc1nnc(SCc2ccc(Cl)cc2)s1	-4&1	-2&-5	-44&-35	-1.7&-3.7	-1.3&-2.0	-4.0&-0.1	0.1&2.8	3&1	-1.2&-2.0	-3.5&-1.8	-1.4&-1.8
Cc1cccc([N+](=O)[O-])c1NC(=O)CSc1nnc2ccccn12	0	-2	5	-1.3	-1.3	-0.5	1.4	11	0.8	0.5	-1.6
Cc1cccc(NC(=O)c2ccc([N+](=O)[O-])cc2Cl)n1	-4	3	-1	-0.3	-1.3	-3.9	0.1	-4	0.3	-0.7	-0.4
COCCCN1C(=O)c2ccc(C(=O)OCC(=O)NCCc3ccccc3)cc2C1=O	1	-6	3	1.1	-0.3	-2.3	2.6	2	1.5	0.4	6.3
COc1ccccc1N1CCN(S(=O)(=O)CCNC(=O)c2ccc(OC(C)C)cc2)CC1	-1	-11	-1	-3.3	-1.1	0.2	-3.4	-1	-0.8	-0.8	-1.4
COc1ccc(NS(=O)(=O)c2ccc(Oc3cccc(C(=O)O)c3)cc2)cc1	-2	2	-5	-1.7	-1.2	-0.4	0.6	-7	1.0	-0.5	1.4
COc1ccc(CNS(=O)(=O)CC2NCc3cc(OC)ccc32)cc1 (configuration not stated)	10.0*	-28	7	-0.5	-1.4	·	·	0	·	1.6	5.5
CC(=O)Oc1ccc2occ(-c3ccccc3)c2c1	0	-7	0	0.9	0.1	3.0	0.6	-8	0.0	0.6	9.6
CC1=NN(C)C(=O)C1Cc1c(F)cccc1Cl (configuration not stated)	0	-5	-2	-1.1	-0.9	-0.5	1.3	0	1.0	-0.3	0.3
c1ccc(-c2nc(NC3CCCC3)c3ccccc3n2)cc1	-4	-9	-2	1.1	-1.4	-3.4	3.8	-3	-0.7	0.0	-0.4
COc1cc(OC)cc(-c2c(Sc3ccccc3)c3cc(-c4ccc(OC)nc4)ccc3n2C)c1	2	-5	2	2.2	-0.4	0.8	·	9	·	-0.2	0.1
O=C1NC(c2ccccc2)C(c2ccccc2)N1 (configuration not stated)	-1	-3	4	-0.2	-1.5	-1.2	2.2	1	0.9	2.3	0.5
O=C(NC1CCCCC1)N1CCCC(c2nc(-c3cccs3)no2)C1 (configuration not stated)	-3	10	5	-1.7	-1.0	-1.8	-2.5	-6	-0.3	0.2	-1.8
Cc1[nH]nc2c1C1(C(=O)N(Cc3ccc(Cl)cc3)c3ccccc31)C(C#N)=C(N)O2 (configuration not stated)	4	-2	-25	-2.9	-1.6	-1.9	0.1	-4	-1.0	-0.6	-1.2
COC(=O)c1ccccc1NC(=S)N(C)C	-2	-6	-2	0.1	-0.5	0.4	1.8	-4	2.1	-0.2	0.3
CCN(CC)S(=O)(=O)c1ccc(N2CCOCC2)c(NC(=O)C2CCCO2)c1 (configuration not stated)	-3	-4	3	-3.1	-1.2	0.5	1.2	-1	-1.1	-0.5	1.2
C/C(CC(=O)Nc1cc(Cl)ccc1Cl)=N\NC(=O)c1ccco1	4	-1	-8	4.1	-0.2	-0.3	3.7	3	0.9	1.8	7.6
CCn1nc(C)c(/C=N/NC(=O)Cn2nc(C)cc2C)c1C	6	1	0	-2.1	-1.4	-0.1	3.1	3	0.0	0.1	1.1
CCCn1c(=O)c(C(=O)NNC(=O)Cc2ccccc2)c(O)c2ccccc21	-1	-6	11	0.0	-0.8	-1.2	1.1	10	-0.9	0.1	-0.5
Cc1c(Cl)cnc(NC(=O)COC(=O)c2ccc3c(c2)OCO3)c1Cl	-1	-7	7	2.3	-0.7	28*	-0.6	-1	0.4	0.0	-1.8

Bioassay records deposited in PubChem BioAssay by several laboratories.
